Screening results: PubChem BioAssay, The Scripps Research Institute Molecular Screening Center
MITF inh: inhibitors of human MITF; O75030; AlphaScreen MITF homodimerization, bead proximity signal; inhibition, % at 2.6 µM; 0.91% of 650,000 active; AID 1259374; in the data active = inhibition above about 50%;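 note: 0% = vehicle wells with protein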
Target sequence (O75030 whole entry, looked up): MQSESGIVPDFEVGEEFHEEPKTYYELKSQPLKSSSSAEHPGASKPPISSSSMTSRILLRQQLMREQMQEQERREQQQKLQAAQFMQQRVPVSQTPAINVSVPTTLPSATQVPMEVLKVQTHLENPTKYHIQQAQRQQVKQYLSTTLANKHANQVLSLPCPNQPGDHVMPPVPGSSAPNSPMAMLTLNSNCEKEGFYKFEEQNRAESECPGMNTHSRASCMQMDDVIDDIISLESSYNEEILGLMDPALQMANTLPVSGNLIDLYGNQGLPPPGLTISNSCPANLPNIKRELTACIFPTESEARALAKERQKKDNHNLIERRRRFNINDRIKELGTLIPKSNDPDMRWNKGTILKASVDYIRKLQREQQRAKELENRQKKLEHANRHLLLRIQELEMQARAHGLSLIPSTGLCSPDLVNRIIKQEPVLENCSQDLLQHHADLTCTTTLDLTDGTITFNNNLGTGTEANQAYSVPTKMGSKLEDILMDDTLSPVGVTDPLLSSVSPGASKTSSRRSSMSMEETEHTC
FBW7 activator: activators of human E3 ligase FBW7; AlphaScreen FBW7–phospho-cyclin E peptide binding, activator screen; normalized activity (activation), % at 26.1 µM; 0.13% of 650,000 active; AID 1259310; in the data active = normalized activity above about 1.9%;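 note: purified mutant Fbw7 with reduced substrate affinity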
TEAD-YAP block: TEAD-YAP interaction inhibition; HEK-TIYL cells, TEAD-Gal4/YAP UAS-luciferase luminescence; inhibition, % at 9.12 µM; 1.4% of 640,000 active; in the data active = inhibition above about 32%;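 note: 0% = median of test compound wells and 100% = reference inhibitor wells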
GPR151 ag: activators of human GPR151. PathHunter beta-arrestin GPR151 cells, luminescence. 1% of 650,000 active. activation, % at 11.2 µM. Q8TDV0; in the data active = activation above about 4.9%;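 note: 0% = median of compound wells and 100% = cells with positive control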
Target sequence (Q8TDV0 whole entry, looked up): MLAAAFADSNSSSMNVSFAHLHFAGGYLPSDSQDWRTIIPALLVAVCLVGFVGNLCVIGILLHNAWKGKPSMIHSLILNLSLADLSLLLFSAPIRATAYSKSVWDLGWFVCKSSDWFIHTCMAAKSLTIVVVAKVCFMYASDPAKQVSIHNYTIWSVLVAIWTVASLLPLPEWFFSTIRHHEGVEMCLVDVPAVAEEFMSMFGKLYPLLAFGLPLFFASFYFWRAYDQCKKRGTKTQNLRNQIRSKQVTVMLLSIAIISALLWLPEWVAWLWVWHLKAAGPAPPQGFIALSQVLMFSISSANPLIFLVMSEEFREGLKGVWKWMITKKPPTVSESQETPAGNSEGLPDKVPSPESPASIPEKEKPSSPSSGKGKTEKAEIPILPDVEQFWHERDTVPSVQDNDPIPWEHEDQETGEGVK
* marks the source's active call; other numbers are inactive results.

Results follow in this order: MITF inh, FBW7 activator, TEAD-YAP block, GPR151 ag
CCOC(CSc1cc(O)c2c(c1O)C(=O)c1ccccc1C2=O)OCC
  24, 0.6, 2, 0.2
O=C(NCCC1=CCCCC1)c1ccc(Cn2c(=S)[nH]c3cc4c(cc3c2=O)OCO4)cc1
  -4, -0.1, -8, -0.3
Cc1ccc(C(=O)NC2CCSC2=O)cc1[N+](=O)[O-] (configuration not stated)
  -4, 0.1, -1, 2.3
CC(C)(C)OC(=O)CSc1nc2ccccc2c(=O)[nH]1
  -8, -0.1, -12, 2.8
N#Cc1c2nc3ccccc3cc2c(=O)n2c1sc1ccccc12
  11, 0.3, -7, -0.3
COc1cccc(C(=O)N2CC(C)CC(C)C2)c1 (configuration not stated)
  -7, -0.1, 0, -0.1
COc1ccc(Cl)cc1-n1c(SCC(=O)Nc2cc(C)[nH]n2)nc2[nH]ncc2c1=O
  4, 0.1, 7, 1.3
C=CCn1c(SCC(=O)Nc2sc3c(c2C(N)=O)CCC3)nc2sc3c(c2c1=O)CCCC3
  -10, -0.1, 3, -0.4
CCN1C(=O)CC(C(=O)Nc2ccc(OC)cc2)SC1=Nc1ccc(Cl)cc1 (configuration not stated)
  -4, -0.1, 2, 1.8
CC(C)NC(=O)CSCc1ccccc1Cl
  18, 0.2, 0, -1.1
Cc1nc2cc(C(=O)NCc3ccccn3)ccc2n1-c1ccc(OCc2ccccc2)cc1
  4, -0.2, 10, 0.2
CC1CCN(c2cc(N3CCN(C(=O)c4ccc(F)c(F)c4)CC3)c([N+](=O)[O-])cc2F)CC1
  8, -0.1, 24, 0.5
Cc1cc2ccccc2n1CCCNC(=O)Cc1noc2ccccc12
  2, -0.2, -4, -0.8
CCn1c(=O)c2ccccc2n2c(SCC(=O)N3C(C)CCCC3C)nnc12 (configuration not stated)
  10, 0.3, 6, 0.2
O=C(Nc1ccc2oc(-c3cccnc3)nc2c1)c1ccc(Br)o1
  0, -0.1, -28, -0.8
COc1ccc(NC(=O)c2c(NC(=O)C(F)(F)F)sc3c2CCCCC3)cc1
  -6, -0.6, 29, 4.2
CN(C(=O)C[n+]1ccc2ccccc2c1)c1c(N)n(Cc2ccccc2)c(=O)[nH]c1=O
  8, -0.2, -9, -0.9
CCCSc1nnc2[nH]c(=O)c(C)c(C)n12
  10, -0.2, -1, -2.0
COc1ccc(-c2nnn(CC(=O)NCc3ccccc3F)n2)cc1OC
  13, 0.3, 21, 1.6
COC(=O)C(=O)CC(=O)c1ccc(C)cc1
  -3, -0.2, 1, 1.7
Cc1[nH]n(-c2ccccc2)c(=O)c1C1(C(F)(F)F)NCCNC1=O (configuration not stated)
  -5, 0.0, 0, 0.4
CCCc1cc(=O)[nH]c2nnc(SCc3ccc(Cl)cc3)n12
  1, 0.0, 2, -1.8
Cc1ccc(Cl)cc1-n1ncc2c(N3CCN(CCO)CC3)ncnc21
  -10, -0.2, -3, -1.5
O=c1oc2ccccc2c(O)c1SC(F)(F)C(F)C(F)(F)F (configuration not stated)
  -14, 0.0, -4, -0.6
CCOc1ccc(/C=N/NC(=O)c2ccoc2C)cc1
  11, -0.1, 38*, -9.2
O=C(Nc1ncc(Cc2ccccc2)s1)c1ccccc1Cl
  1, 0.0, -37, 0.4
COc1cccc(C(=O)NCc2nc(-c3cccnc3)n[nH]2)c1
  2, 0.3, -4, -1.1
COc1ccc2c(c1)C=C(CN1CCN(CC3CCCCC3)C(CCO)C1)CO2 (configuration not stated)
  4, 0.1, -5, 5.1*
O=C(COC(=O)c1ccc(Br)o1)Nc1ccc(C(F)(F)F)cc1[N+](=O)[O-]
  1, 0.0, -7, 0.2
O=c1[nH]cc(S(=O)(=O)N2CCN(c3ccccc3F)CC2)c(=O)[nH]1
  17, 0.7, 2, -1.3

The list goes on (3 carried over from the part before).
Results follow in this order: MITF inh, FBW7 activator, TEAD-YAP block, GPR151 ag
COc1ccc2c(c1)C=C(CN1CCN(CC3CCCCC3)C(CCO)C1)CO2 (configuration not stated)
  4, 0.1, -5, 5.1*
O=C(COC(=O)c1ccc(Br)o1)Nc1ccc(C(F)(F)F)cc1[N+](=O)[O-]
  1, 0.0, -7, 0.2
O=c1[nH]cc(S(=O)(=O)N2CCN(c3ccccc3F)CC2)c(=O)[nH]1
  17, 0.7, 2, -1.3
CCOC(=O)c1c(NC(=O)/C=C/c2ccc(Cl)cc2)sc2c1CCC(C)C2 (configuration not stated)
  5, 0.0, 0, -1.1
Cn1c(=O)[nH]c(=O)c2c1ncn2Cc1ccccc1
  -2, 0.2, -3, 1.2
O=C(O)c1ccc(-c2ccc(CO)o2)cc1
  18, -0.1, 3, -2.3
NC(Cc1ccc2nonc2c1)C(=O)O (configuration not stated)
  3, 0.0, -4, -1.0
C=C[C@@]1(C)CC(=O)[C@@]2(O)[C@](C)(O1)[C@@H](O)[C@@H](O)C1C(C)(C)CC[C@H](O)[C@@]12C (some centres not stated)
  6, 0.1, -76, -0.1
N#C/C(=C\c1ccc(Cl)cc1)c1nc(-c2ccccc2)cs1
  -3, 0.0, -1, 1.1
O=C(CSc1ccc(-c2ccccn2)nn1)Nc1ccc(F)c(F)c1
  17, -1.9, -1, -2.3
COc1ccc2c(c1)OC(C)CN(CC(=O)NCCCc1ccncc1)C2 (configuration not stated)
  -7, -0.1, 4, -1.5
OCCNc1nc(N2CCOCC2)nc2c1ncn2-c1ccccc1
  5, 0.1, 48*, 0.0
CCCCN(CC)c1ncnc2sc(C)c(C)c12
  51*, -0.2, 0, 0.3
CCN(CCCNC(=O)c1[nH]c(C)c(C(C)=O)c1C)c1ccccc1
  8, -0.2, 1, 1.5
Cc1c(C(=O)Nc2ccccc2CO)cccc1[N+](=O)[O-]
  -2, -0.1, -4, 2.7
CCCCNC(=O)Cn1nc(-c2ccc(C)cc2)ccc1=O
  0, -0.1, 2, 2.3
CN(C(=O)CCc1nnc(Cc2ccc(-c3ccccc3)cc2)o1)C1CCOCC1
  15, 0.1, -8, -1.4
COc1ccc(C(C)C)cc1S(=O)(=O)N1CCN(c2ccccc2)CC1
  7, 0.1, -9, -0.9
CC1CCN(c2nc3c(c(=O)[nH]2)CCN(Cc2ccc(N4CCOCC4)cc2)C3)CC1
  2, 0.1, 1, 1.7
CCCCCOC(=O)C1=C(C)NC2=C(C(=O)CCC2)C1c1cccc(Br)c1 (configuration not stated)
  -2, -0.1, 8, 0.4
N#Cc1c(NC(=O)C(Sc2ccccc2)c2ccccc2)sc2c1CCCC2 (configuration not stated)
  -1, 0.0, 7, 0.4
COc1ccc(-n2c(N)c3c(N)nc(N4CCOCC4)c(C#N)c3c(C#N)c2=S)cc1
  -1, 0.3, -12, -0.8
O=[N+]([O-])C1(Cl)COC(c2cccc(Cl)c2)OC1 (configuration not stated)
  -13, 0.3, 2, 1.8
COc1cccc(CNC(=O)CNc2ccc(-c3ncnc4[nH]ccc34)cc2C(=O)N2CCOCC2)c1
  17, 0.1, -4, -0.6
CCCC(=O)N1CCc2cc(OC)c(OC)cc2C1COc1ccc(C(=O)OC)cc1 (configuration not stated)
  5, -0.1, -20, 0.3
CC(C)CC(=O)N1CCC(O)(CS(=O)(=O)c2ccc(Cl)c(Cl)c2)CC1
  4, 0.2, 2, 1.5
CC(=O)Nc1nc(-c2ccccc2)c(C(C)=O)s1
  -6, -0.1, 0, -0.3
O=C(Cc1ccccc1)Nc1ccc2oc(-c3ccccc3Br)nc2c1
  -14, 0.1, -13, -0.7
CC(=O)N(C)c1ccc(NC(=O)COc2ccc(Cl)cc2Cl)cc1
  -23, 0.0, -4, 1.7
COc1ccccc1Cc1nc2ccccc2nc1SCC(=O)NCc1ccccc1
  0, -0.1, -4, 1.0
CCOC(=O)C1(CCCc2ccccc2)CCN(C(=O)[C@@H]2CCCN2C(C)=O)CC1
  -2, 0.8, -5, -0.4
Cc1ccc(CN2CCN(Cc3c(C)nn(C(C)C)c3C)CC2CCO)o1 (configuration not stated)
  2, 0.1, 9, 0.5
CCc1nn(CC(=O)N2CCCCC2C)c(=O)c2cc3ccsc3n12 (configuration not stated)
  3, 0.0, -11, 0.4

Whole records, quoted from the list:
CCOC(=O)c1c(NC(=O)/C=C/c2ccc(Cl)cc2)sc2c1CCC(C)C2 (configuration not stated) across the screens: MITF inh: 5; FBW7 activator: 0.0; TEAD-YAP block: 0; GPR151 ag: -1.1
NC(Cc1ccc2nonc2c1)C(=O)O (configuration not stated) across the screens: MITF inh: 3; FBW7 activator: 0.0; TEAD-YAP block: -4; GPR151 ag: -1.0
CCc1nn(CC(=O)N2CCCCC2C)c(=O)c2cc3ccsc3n12 (configuration not stated) across the screens: MITF inh: 3; FBW7 activator: 0.0; TEAD-YAP block: -11; GPR151 ag: 0.4

(further entries)
Results follow in this order: MITF inh, FBW7 activator, TEAD-YAP block, GPR151 ag
CC1CC(C)CN(CCCn2cnc3c([nH]c4ccccc43)c2=O)C1 (configuration not stated)
  8, 0.0, 2, 2.0
COc1ccc(CN(CC(=O)NC(C)(C)C)C(=O)CCC(=O)Nc2ccccn2)cc1
  7, -0.1, -10, -0.1
CCc1cccc(C)c1NC(=O)CN(C)S(=O)(=O)c1ccc(Cl)cc1
  12, 0.0, 6, -1.0
Nc1nnc(SCc2nnc(-c3cccs3)o2)s1
  1, 0.0, -20, -0.4
CCOCc1nnc(NC(=O)C(=O)OCC)s1
  13, 0.0, 4, 0.1
COc1ccc(C)cc1S(=O)(=O)n1nnc2cc(Cl)ccc21
  3, 0.0, 3, 0.2
O=P(Nn1cnnc1)(c1cccc2ccccc12)c1cccc2ccccc12
  15, 0.2, 20, 1.0
O=C(Nc1nnc(S(=O)(=O)N2CCCC2)s1)c1ccccc1F
  -4, -0.4, -18, 3.7
Cc1ccc(OCC(=O)N/N=C/c2ccc(I)o2)cc1C
  -7, -0.2, 1, 1.1
O=C1C(=O)N(CCN2CCOCC2)C(c2ccccc2)/C1=C(\O)c1ccc(Br)cc1 (configuration not stated)
  -5, -0.3, -11, -2.5
Cc1nc2c(-c3cccs3)c(C)nn2c(N2CCCC(O)C2)c1C (configuration not stated)
  -3, 0.0, -11, 1.2
COc1cc(C(=O)NC(=S)Nc2cccc(C(F)(F)F)c2)cc(OC)c1OC
  0, -0.1, 3, 0.7
CCN(CC)C(=O)C1CCCN(c2nc(Nc3ccc(Oc4ccccc4)cc3)c3[nH]cnc3n2)C1 (configuration not stated)
  -7, -0.2, 12, -1.4
Cc1nnc(CNC(=O)c2ccc(-n3cccc3)cc2)o1
  55*, -0.3, 12, 1.3
COc1ccc(C(c2c(N)n(CC(C)C)c(=O)[nH]c2=O)N2CCOCC2)cc1 (configuration not stated)
  0, -0.1, -1, 1.6
Cc1ccc(NC(=O)c2cc3c(=O)n4cccc(C)c4nc3n2C)cc1F
  6, -0.2, -7, 1.3
CCOC(=O)CCCCC(=O)c1[nH]c(=O)[nH]c1C
  115*, -0.6, -3, -1.5
Cc1cccc(NC(=O)c2ccc(F)c(S(=O)(=O)N3CCN(c4ccc(F)cc4)CC3)c2)c1
  -3, -0.1, 13, -0.6
COc1cc(C)ccc1OCCN1CCCCCC1
  1, 0.0, -8, 0.2
COc1ccc(CC2(CCC(=O)N3CCc4ccccc4C3)CCC(=O)N2)cc1 (configuration not stated)
  -19, -0.1, -6, 1.0
COc1ccc(/C=N/Nc2nc3nonc3nc2Nc2ccc(F)cc2)cc1OC
  7, -0.1, -3, 0.4
O=C(N=Nc1c(O)[nH]c(=O)[nH]c1=O)C1CC1(c1ccccc1)c1ccccc1 (configuration not stated)
  8, 0.6, 9, 1.3
COc1cccc(C2CC(c3cccs3)=NN2C(=O)CSc2nnc(CNC(=O)c3cccc(C)c3)n2-c2ccc(F)cc2)c1OC (configuration not stated)
  4, 0.0, 5, -1.5
CCOc1ccccc1NC(=O)CSc1nnc(C2CC2)n1CC
  -5, -0.1, -5, -0.4
COc1ccc(C(=O)N2CCN(C(=O)CC3C(=O)NCCN3C)CC2)cc1 (configuration not stated)
  0, 0.0, 0, -0.4
Cc1ccc(S(=O)(=O)NC(C)C(=O)Nc2ccc(Oc3ccccc3)cc2)cc1 (configuration not stated)
  6, 0.8, 5, -0.8
COc1ccc(-n2nc(C(=O)N(C)C3CCCCC3)c3ccccc3c2=O)c(OC)c1
  -3, 0.1, 4, 1.8
CCN(CC)C(=O)CSc1nc2c(sc(=S)n2-c2ccc(C)c(C)c2)c(=O)n1-c1ccccc1F
  -24, 0.0, 0, -0.8
O=C1NC2(CCN(CC(=O)N3CCCC(c4ccccc4)C3)CC2)Oc2ccccc21 (configuration not stated)
  -3, -0.1, 14, 0.6
CCOC(CCn1c(SCc2cccc(F)c2)nc2ccccc2c1=O)OCC
  -4, 0.0, -9, 0.3
COc1ccc(NC(=O)CSc2ccc3nnc(-c4ccc(C)cc4)n3n2)c(OC)c1
  13, 0.2, 17, -0.6
Cc1ccc(CNC(=O)[C@@H](NC(=O)c2ccccc2)C(C)C)cc1
  6, 0.1, 3, 2.8
CCOc1cccc(-c2cc(=O)[nH][nH]2)c1
  12, -0.2, 5, 0.2
C/C(=N/NC(=O)c1ccc(O)cc1)C1CC1
  -5, -0.2, -7, 0.8
C=CCc1c(C)c2ccc(OC(C)=O)cc2oc1=O
  -1, -0.2, -15, 2.5
Cc1ccc(-c2cc(C(F)(F)F)n3ncc(C(=O)Nc4cc(Sc5ccc(Br)cc5)cc([N+](=O)[O-])c4)c3n2)cc1
  12, 0.1, 11, 2.1
CC1=NN2C(=N)/C(=C/c3cc(C)n(-c4ccc(Br)cc4)c3C)C(=O)N=C2S1
  0, 0.0, 5, 2.7
